HT1080 IDH1KD tx = HT-1080 IDH1 knockdown cell toxicity (counter line); AID 686971; 360,000 tested, 2% active; Potency, µM (series often up to 46.1 µM), for inactives: top-dose activity, negative = toxicity, hits mostly cytotoxic; HT-1080 IDH1 knockdown viability, ATP luminescence, 48 h;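 also: potency is read from the fitted curve at half-maximal effect; 0% = DMSO wells and -100% = cell-free medium wells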
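% activity derives from luminescence (CellTiter-Glo), normalised to DMSO and no-cell wells. HT-1080-IDH1KD cells, 750/well, had 48 h compound exposure at 37 °C.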
MCF10A rereplic = inducers of DNA re-replication in MCF 10A breast cells. MCF 10A DNA re-replication, Hoechst nuclear intensity, 48 h. Potency, µM (doses to about 46.1 µM), without a hit: at the top dose activity, positive = re-replication, actives largely listed as activators. 350,000 tested, 2.9% active. AID 624296; also: potency is read from the fitted curve at half-maximal effect; % of control where 0% means no effect; nearly all actives have a fitted effect of over 50% in size
IL-1B inflam inh = blocks inflammasome-driven IL-1 beta release; THP-1 LPS/ATP IL-1B secretion, AlphaLISA, 16 h; active compounds read low; activity change, % at 57.5 µM; 360,000 tested, 4.7% active; in the data active = activity change below about -50%; inconclusive = mostly about -30% to -49%; also: % is scaled to controls: 0 for no effect and ±100 for the full control effect
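Secreted IL-1B measured by AlphaLISA bead assay after 16 h compound exposure of THP-1 cells; compounds (final up to 57.5 uM) added 1 h before LPS (250 ng/mL) and ATP (1.25 mM) stimulation; lower signal means less secretion.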
ATXN viability = cell viability loss in ATXN counter-screen | S2 cells (HEK-293 line with an ATXN2-luciferase reporter) viability, CellTiter-Fluor protease fluorescence, 24 h | Potency, µM (series often up to 56.7 µM), hits mostly cytotoxic | 400,000 tested, 0.49% active | AID 651635; also: potency is read from the fitted curve at half-maximal effect; nearly all actives have a fitted effect of over 40% in size
ATXN2 expr inh = reduces ATXN2 reporter expression in HEK-293 cells; HEK-293 ATXN2-luciferase reporter, luminescence, 24 h; Potency, µM (doses to about 57 µM), for inactives: at the top dose activity change, negative = inhibition, actives largely listed as inhibitors; 360,000 tested, 0.72% active; AID 1745845; also: potency is read from the fitted curve at half-maximal effect; % is scaled to controls: 0 for no effect and ±100 for the full control effect; nearly all actives have a fitted effect of over 55% in size
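ATXN2-luciferase reporter cells (luciferase flanked by upstream and downstream ATXN2 gene portions) were treated 24 h at 37 °C with compounds at up to 57 uM. SteadyGlo luminescence gave expression; GF-AFC fluorescence gave viability.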
HT1080-NT tox = kills 2HG-producing HT-1080-NT fibrosarcoma cells. 360,000 tested, 1.6% active. HT-1080-NT fibrosarcoma viability, CellTiter-Glo ATP luminescence, 48 h. AID 686970. Potency, µM (doses to about 46.1 µM), inactives show at the highest dose activity, negative = less viability, hits mostly cytotoxic;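 also: NT is the 2HG producing partner of a matched IDH1 knockdown line; potency is read from the fitted curve at half-maximal effect; 0% = DMSO-treated cells and -100% = media-only wells without cells; nearly all actives have a fitted effect of over 55% in size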
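Compounds were tested in concentration-response format on HT-1080-NT cells for 48 hours at 37 degrees C. Cell viability came from CellTiter-Glo luminescence; curves were classified by r2, response magnitude and activity.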
SW480 rerep = induces DNA re-replication in SW480 colon adenocarcinoma cells; 340,000 tested, 1.8% active; AID 624297; Potency, µM (top dose mostly 46.1 µM), for the others: top-dose re-replication activation, actives largely listed as activators; SW480 DNA re-replication, Hoechst DNA content imaging, 48 h; also: potency is read from the fitted curve at half-maximal effect; % of control where 0% means no effect; nearly all actives have a fitted effect of over 55% in size
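250 cells/well; 23 nL cpd via pin tool; 48 hr, 37 C, 5% CO2; Hoechst 40 min; imager read of total nuclear intensity, ex 405/em 500-530 nm.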
KB-3-1 cytotox = kills parental KB-3-1 adenocarcinoma cells; AID 1347075; KB-3-1 viability, CellTiter-Glo ATP luminescence, 72 h; 400,000 tested, 1.4% active; Potency, µM (series often up to 46.1 µM), without a hit: top-dose activity change, negative = cytotoxic, actives largely listed as cytotoxic; also: potency is read from the fitted curve at half-maximal effect; % is scaled to controls: 0 for no effect and ±100 for the full control effect; nearly all actives have a fitted effect of over 60% in size
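KB-3-1 parental drug-naive adenocarcinoma cells in DMEM/10% FBS, incubated 72 h at 37 C with pin-transferred compounds across a concentration series. Viability by CellTiter-Glo luminescence; concentration-response curves fitted after normalization.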
KB-V1 MDR tox = KB-V1 MDR subline cytotoxicity | Potency, µM (series often up to 46.1 µM), without a hit: at the top dose activity change, negative = cytotoxicity, usual class: cytotoxic | KB-V1 MDR cells viability, CellTiter-Glo, 72 h | 400,000 tested, 3.4% active; also: potency is read from the fitted curve at half-maximal effect; % is scaled to controls: 0 for no effect and ±100 for the full control effect; nearly all actives have a fitted effect of over 60% in size
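Following 72 h at 37 degrees C with compound, KB-V1 cell viability was read by CellTiter-Glo luminescence, medium being phenol-red-free DMEM plus 10% FBS; concentration-response parameters came from normalized, curve-fitted qHTS data.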
Numbers without * were called inactive; i = inactive; u = inconclusive; x = no result given; [ ] = dose if it differs, or a comment. Unless noted, calls follow the shape of the dose curve; as a rule, active = well fitted curve in the direction sought with a large enough effect; inconclusive = small, poorly fitted or top-dose-only effect, or another doubt; inactive = no such curve, though single readings can be large; an effect the other way counts as inactive or inconclusive.

SMILES	HT1080 IDH1KD tx	MCF10A rereplic	IL-1B inflam inh	ATXN viability	ATXN2 expr inh	HT1080-NT tox	SW480 rerep	KB-3-1 cytotox	KB-V1 MDR tox
Cc1ccc(C)c(Nc2nn3c(=O)c4ccc(C(=O)NCc5ccccc5)cc4nc3s2)c1	x	x	x	u	u	x	x	u	u
CCN(C(=O)COC(=O)c1ccccc1O)c1cccc2ccccc12	-2%	-2%	-55*	i	0%	4%	2%	-3%	-10%
Cc1ccc(-c2[nH]nc(N)c2N=Nc2cccc(Cl)c2C)cc1	u	21µM*	-76*	u	u	u	u	u	u
CCCCCOC(=O)CSc1nnc(-c2cc(OC)c(OC)c(OC)c2)o1	-4%	u	13	i	-1%	6%	-9%	7%	16%
CN(c1ccccc1)c1ccc(/C=C(/CCC(=O)O)c2nc3ccccc3s2)cc1[N+](=O)[O-]	u	0%	24	u	-13%	-29%	-3%	-6%	25%
CCN1CCCC1CNC(=O)C(=O)Nc1ccccc1 (stereo unspecified)	9%	16%	-5	i	56%[activator]	16%	-5%	-2%	0%
CC1CCN(c2ccc3c(c2)S(=O)(=O)c2ccccc2C3=O)CC1	-7%	18µM*	-8	x	35%[activator]	-6%	23µM*	-2%	-8%
O=C(NCc1ccco1)C(=O)NCC1OCCN1S(=O)(=O)c1ccc(Cl)cc1 (stereo unspecified)	5%	-5%	-19	i	12%	0%	-6%	-1%	0%
CC(=O)Oc1ccccc1N(C(C)=O)S(=O)(=O)c1ccc(C)cc1	-3%	1%	0	i	1%	-6%	-15%	5%	0%
CCN1C(=O)c2ccccc2S(=O)c2ccc(C(=O)NC3CC3)cc21 (stereo unspecified)	0%	-1%	23	i	1%	2%	-16%	-2%	-21%
COC(=O)[C@]1(C)N[C@H](CN(C)C(=O)c2ccc(C)cc2)[C@@H]2C(=O)N(C)C(=O)[C@@H]21	-1%	-6%	0	i	9%	-3%	6%	0%	0%
CCCCCC(=O)N1C[C@H](O)[C@@H](n2cc(C3CC3)nn2)C[C@@H]1c1ccc(OC)cc1	-2%	x	-23	i	10%	-10%	x	-13%	-8%
COc1cccc(C(=O)Cn2c(NCCO)nc3ccccc32)c1	4%	-5%	-9	i	-10%	-1%	-2%[9.22 µM]	23%	-4%
Cc1ccc(NC(=O)CN(C)C(=O)Cn2cc(C(F)(F)F)cc(Cl)c2=O)cc1	18%	0%	0	i	4%	-5%	-2%	2%	u
COc1ccccc1N1CCN(C2CCN(C(=O)COc3ccccc3)CC2)CC1	-1%	-2%	-18	i	2%	10%	2%	3%	2%
O=C(c1cccnc1)N1CCN(C/C=C/c2ccccc2)CC1	19%	6%	23	i	-4%[11.3 µM]	21%	-9%	1%	-12%
CCCCOCCCNC(=O)C[C@@H]1C[C@@]2(C(=O)OCC)CCC=C2N(Cc2ccccc2)C1=O	17%	x	-4	i	15%	13%	x	4%	u
COc1cc(/C=N/Nc2nncc3ccccc23)cc(OC)c1OC	-4%	-2%	-30	i	x	-5%	0%	0%	1%
CCC(C)SCC(=O)Nc1ccc(S(=O)(=O)N2CCOCC2)cc1OC (stereo unspecified)	11%	-13%	1	i	2%	0%	-7%	14%	4%
CCc1noc(C)c1C(=O)NCCc1ccccc1	13%	-13%	5	u	19%	10%	-116%[inhibitor]	2%	23%
CC(Sc1ncc(S(=O)(=O)c2ccc(C(C)C)cc2)c(N)n1)C(=O)Nc1ccccc1 (stereo unspecified)	x	x	x	i	u	x	x	u	-18%
Cc1n[nH]c(C)c1S(=O)(=O)N(CC(=O)NCc1ccccc1Cl)c1ccc(C(C)C)cc1	x	x	x	32µM*	u	x	x	0%	-13%
CC[C@]12c3[nH]c4cc(CCC(=O)N(C)C)ccc4c3CCN1C(=O)[C@@H](CC(=O)NCCCN(C)C)C[C@@H]2C(=O)N1CCN(C(=O)C2CC2)CC1	12%	u	20	i	13%	14%	73%[9.22 µM]	3%	2%
COc1ccc2sc(-c3ccc(N(C)C)cc3)c(C#CC(C)(C)O)c2c1	u	12%	17	x	8%	u	2.1µM*	-2%	24%
CN1C(=O)CS(=O)c2ccc(C(=O)NC3CC3)cc21 (stereo unspecified)	6%	10%	17	i	-2%	-1%	2%	1%	8%
CCN(CC)C(=O)CSc1nc2ccccc2c(=O)n1Cc1ccco1	x	x	x	i	-5%	x	x	1%	2%
Cc1ccc(N(Cc2ccccc2F)S(C)(=O)=O)cc1C	-2%	13%	-4	i	-6%	9%	0%	-18%	u
CCOC(=O)N1CC=C2C(C#N)=C(N)C(C#N)(C#N)[C@H](c3ccsc3)[C@H]2C1	u	12%	23	i	-28%	u	12%	u	15µM*
CN(C)c1ccc(S(=O)(=O)NCC(=O)NCCC2=CCCCC2)cc1[N+](=O)[O-]	2%	-3%	-9	u	-12%	-2%	0%	-9%	18µM*
CC1NC2(C(=O)N(Cc3ccccc3)c3ccccc32)C2C(=O)N(c3ccccc3)C(=O)C12 (stereo unspecified)	1%	0%	-12	i	2%	0%	0%	5%	22%
CN1CCN(CC(=O)c2ccccc2F)CC1	u	-4%	1	i	-20%	29%	-6%	14%	17%
CN(C)CCNS(=O)(=O)c1ccc2c3c(cccc13)C(=O)N2	5%	-2%	4	i	x	-3%	0%	6%	15%
CC(C)CNC(=O)C1CCCN(S(=O)(=O)c2ccc(-n3cnnn3)cc2)C1 (stereo unspecified)	10%	-3%	-18	i	2%	8%	-4%	1%	0%
CCc1nc2ccc(C(=O)NCc3ccc(OC)cc3)cn2c1N(C)C(=O)Cc1ccccc1	-1%	x	12	i	7%	14%	x	0%	-4%
N#Cc1c(-c2ccccc2Cl)noc1/C=C/Nc1ccc(C(=O)O)cc1	4%	u	-26	i	4%	-1%	-2%	17%	7%
O=C(Nc1c2c(nn1-c1ccccc1)CS(=O)C2)c1ccc2c(c1)OCO2 (stereo unspecified)	2%	0%	i	i	4%	0%	2%	-2%	2%
CCc1nnc(SCC(=O)N2CCCC(N3CCN(c4ccccc4C)CC3)C2)o1 (stereo unspecified)	7%	12%	8	i	-5%	2%	1%	18%	u
Cc1ccc(NS(=O)(=O)c2ccc(-c3ccc(=O)[nH]n3)o2)c(C)c1	-1%	4%	-7	i	16%	6%	6%	11%	29%
O=C(Nc1cn(-c2ccccc2)nc1-c1cccs1)c1ccco1	-3%	-5%	-26	i	25%	0%	2%	1%	u
CCOC(=O)CC(NC(=O)c1cc2cc(Cl)cc(Cl)c2oc1=O)c1cccc([N+](=O)[O-])c1 (stereo unspecified)	9%	u	-5	i	-5%	11%	1%	26%	3%

Overlap with the part before: five compounds; new compounds follow.
SMILES	HT1080 IDH1KD tx	MCF10A rereplic	IL-1B inflam inh	ATXN viability	ATXN2 expr inh	HT1080-NT tox	SW480 rerep	KB-3-1 cytotox	KB-V1 MDR tox
O=C(Nc1c2c(nn1-c1ccccc1)CS(=O)C2)c1ccc2c(c1)OCO2 (stereo unspecified)	2%	0%	i	i	4%	0%	2%	-2%	2%
CCc1nnc(SCC(=O)N2CCCC(N3CCN(c4ccccc4C)CC3)C2)o1 (stereo unspecified)	7%	12%	8	i	-5%	2%	1%	18%	u
Cc1ccc(NS(=O)(=O)c2ccc(-c3ccc(=O)[nH]n3)o2)c(C)c1	-1%	4%	-7	i	16%	6%	6%	11%	29%
O=C(Nc1cn(-c2ccccc2)nc1-c1cccs1)c1ccco1	-3%	-5%	-26	i	25%	0%	2%	1%	u
CCOC(=O)CC(NC(=O)c1cc2cc(Cl)cc(Cl)c2oc1=O)c1cccc([N+](=O)[O-])c1 (stereo unspecified)	9%	u	-5	i	-5%	11%	1%	26%	3%
CC(=O)N1CCOc2ccc(S(=O)(=O)N3CCCCC3)cc21	11%	20%	2	i	6%	8%	2%	9%	0%
COc1ccc(-c2nc3ccncc3[nH]2)cc1OC	-10%	-1%	-9	i	0%	-2%	-5%	-1%	-1%
COc1ccc(Cl)cc1CNCCSc1nnnn1-c1ccccc1	x	x	x	u	-20%	x	x	8%	0%
O=C(Nc1ccc(S(=O)(=O)N2CCCC2)cc1)c1ccc(CN2CCc3ccccc3C2)cc1	u	u	-2	u	u	-24%	21%	u	u
O=C(COc1ccccc1F)N1c2ccccc2CCc2ccccc21	-1%	7%	3	i	-11%	0%	-7%	6%	17%
COc1ccc(OC)c(NC(=O)CCNS(=O)(=O)c2ccc3c(c2)CC(C)N3C(C)=O)c1 (stereo unspecified)	3%	x	10	i	x	7%	x	0%	16%
OCCN(CC(O)COc1ccccc1)CC(O)Cn1ccc2ccccc21 (stereo unspecified)	-5%	7%	-7	i	x	-11%	3%	-9%	-3%
O=C(Nc1ccccc1)N1CCC(C(=O)N2CCN(S(=O)(=O)c3cccc(F)c3)CC2)CC1	-3%	19%	-11	i	-1%	-15%	5%	-2%	-25%
O=S1(=O)NC(=NCCc2ccccn2)c2ccccc21	16%	8%[9.22 µM]	-11	i	-4%	14%	2%	0%	-2%

Single records, from the list above. Screens in order: HT1080 IDH1KD tx	MCF10A rereplic	IL-1B inflam inh	ATXN viability	ATXN2 expr inh	HT1080-NT tox	SW480 rerep	KB-3-1 cytotox	KB-V1 MDR tox
O=C(COc1ccccc1F)N1c2ccccc2CCc2ccccc21 as listed: -1%	7%	3	i	-11%	0%	-7%	6%	17%
COc1ccc2sc(-c3ccc(N(C)C)cc3)c(C#CC(C)(C)O)c2c1 as listed: u	12%	17	x	8%	u	2.1µM*	-2%	24%
